Bioassay records from PubChem.
USP17 inh: blocks human USP17 ubiquitin-rhodamine cleavage; purified USP17, Ub-rhodamine cleavage fluorescence, 3 h; 47,000 compounds, 6.5% hits; A8MUK1; inhibition, % at 50 µM; AID 1645855
OTUD3 block: human OTUD3 deubiquitinase inhibition. Q5T2D3. 47,000 compounds, 0.7% hits. purified OTUD3, Ub-rhodamine fluorescence, 2 h. AID 1645858. inhibition, % at 25 µM
USP10 inh: blocks human USP10 ubiquitin-rhodamine cleavage. Q14694. purified USP10, Ub-rhodamine fluorescence, 60 min. inhibition, % at 20 µM. 47,000 compounds, 1.1% hits. AID 1645856
USP28 block: human USP28 deubiquitinase inhibition; inhibition, % at 25 µM; Q96RU2; 47,000 compounds, 3% hits; purified USP28, Ub-rhodamine cleavage fluorescence, 30 min
Target sequence (Q96RU2 whole entry, looked up): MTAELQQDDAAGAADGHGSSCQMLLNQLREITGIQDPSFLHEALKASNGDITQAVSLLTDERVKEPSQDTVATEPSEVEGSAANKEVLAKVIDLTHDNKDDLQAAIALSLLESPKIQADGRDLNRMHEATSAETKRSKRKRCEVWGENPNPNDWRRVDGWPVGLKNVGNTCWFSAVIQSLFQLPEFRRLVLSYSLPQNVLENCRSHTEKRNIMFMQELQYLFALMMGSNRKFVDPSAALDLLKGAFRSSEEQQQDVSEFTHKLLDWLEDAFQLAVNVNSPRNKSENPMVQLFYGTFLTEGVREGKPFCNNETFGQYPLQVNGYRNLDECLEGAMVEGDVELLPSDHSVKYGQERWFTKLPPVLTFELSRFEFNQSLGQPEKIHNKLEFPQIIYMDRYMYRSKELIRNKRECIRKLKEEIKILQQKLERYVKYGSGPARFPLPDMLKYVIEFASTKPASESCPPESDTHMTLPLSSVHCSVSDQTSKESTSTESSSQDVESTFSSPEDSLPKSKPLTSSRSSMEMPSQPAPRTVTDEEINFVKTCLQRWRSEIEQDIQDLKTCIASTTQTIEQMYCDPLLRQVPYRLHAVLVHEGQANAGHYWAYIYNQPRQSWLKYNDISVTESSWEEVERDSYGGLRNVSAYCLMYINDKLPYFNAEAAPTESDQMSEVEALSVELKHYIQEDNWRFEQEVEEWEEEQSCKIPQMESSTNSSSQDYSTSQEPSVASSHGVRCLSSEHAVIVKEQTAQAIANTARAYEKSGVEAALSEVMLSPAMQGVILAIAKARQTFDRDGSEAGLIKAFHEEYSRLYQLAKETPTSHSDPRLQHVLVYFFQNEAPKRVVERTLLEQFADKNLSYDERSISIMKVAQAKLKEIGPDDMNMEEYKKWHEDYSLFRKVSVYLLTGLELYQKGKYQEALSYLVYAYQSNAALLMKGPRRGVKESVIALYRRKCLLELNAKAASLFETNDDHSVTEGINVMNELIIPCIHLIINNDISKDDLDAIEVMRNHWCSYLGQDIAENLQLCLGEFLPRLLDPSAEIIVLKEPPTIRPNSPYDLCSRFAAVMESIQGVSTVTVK
UCHL1 block: blocks human UCHL1 ubiquitin-rhodamine cleavage; inhibition, % at 20 µM; P09936; 47,000 compounds, 0.2% hits; purified UCHL1, Ub-rhodamine cleavage fluorescence
USP8 block: blocks human USP8 ubiquitin-rhodamine cleavage; purified USP8, Ub-rhodamine cleavage fluorescence, 30 min; 47,000 compounds, 4.2% hits; inhibition, % at 20 µM; AID 1645853; P40818
USP30 block: inhibitors of human USP30 deubiquitinase; purified USP30, Ub-rhodamine cleavage fluorescence; inhibition, % at 25 µM; Q70CQ3; 47,000 compounds, 5.3% hits; AID 1645860
USP7 inh: human USP7 deubiquitinase inhibition. 47,000 compounds, 0.3% hits. AID 1645854. inhibition, % at 20 µM. purified USP7, Ub-rhodamine cleavage fluorescence. Q93009
Starred values were filed as active, the others as inactive; i = inactive; · = no result given. Rule as the data show it: active = inhibition above about 30%; inactive = the rest.

#1 COc1ccc(Cl)cc1N(CC(=O)NCc1ccccn1)S(=O)(=O)c1ccc(C)cc1
#2 O=C1CCCN1Cc1ncn2c1CN(C(=O)N1CCCC1)CCC2
#3 Cc1ncsc1C(=O)N1CC[C@H]2NC(=O)c3ccccc3OCCCCC[C@H]2C1
#4 Cc1cccc(NS(=O)(=O)c2ccc3c(c2)C(=O)N(C)c2ncccc2O3)c1
#5 COc1cc2c(cc1OC)C(c1ccncc1)N(Cc1cnc(N)nc1)CC2 (centres undefined)

Assay by compound	1	2	3	4	5
USP17 inh	-16	-8	0	3	-26
OTUD3 block	-12	1	6	-1	-4
USP10 inh	-1	1	0	6	-3
USP28 block	-17	-1	6	-5	-16
UCHL1 block	-9	-2	0	1	-1
USP8 block	-14	-64	-5	8	-74
USP30 block	-23	3	0	-1	-30
USP7 inh	-8	1	-1	1	1

#6 Cn1nc(Cl)c(Cl)c1Oc1ccc(S(=O)(=O)Nc2ccc(Oc3ccc(C(F)(F)F)cn3)c(Cl)c2)cc1
#7 Cc1cccc(N2C(=O)CC(c3cccs3)C3=C2COC3=O)c1 (centres undefined)
#8 CCCCn1c(=O)c2sccc2n2c(CCC(=O)N3CCc4ccccc4C3)nnc12
#9 CC(C)CN[C@H]1CS(=O)(=O)C[C@@H]1S(=O)(=O)c1ccccc1
#10 O=C(Cc1ccccc1)N1CCN(c2ccc(N3CCCC3)nn2)CC1

Assay by compound	6	7	8	9	10
USP17 inh	3	-6	0	3	15
OTUD3 block	-8	1	-4	-2	-10
USP10 inh	69*	3	1	0	-1
USP28 block	0	·	0	0	-1
UCHL1 block	8	0	1	-2	1
USP8 block	16	3	-4	0	1
USP30 block	-5	·	0	10	-16
USP7 inh	25	-34	-8	-1	4

#11 CCN1C(=O)c2ccccc2C(=O)[C@@]2(C)CN(C(=O)c3ccccc3)C[C@@H]12
#12 COc1ccc(-c2nc(NC(=O)c3nc(Cl)ccc3Cl)sc2C)cc1
#13 Cc1ccc(Cn2c(C(=O)Nc3cccnc3)cc3sccc32)cc1
#14 CC(C)(C)C(=O)N(Cc1cccnc1)Cc1cccs1
#15 COc1ccc(C(=O)N2Cc3ccccc3CC23CCCN(C(=O)CN)C3)cc1 (centres undefined)

Assay by compound	11	12	13	14	15
USP17 inh	10	-124	42*	12	·
OTUD3 block	10	-185	7	9	18
USP10 inh	1	-5	3	0	-1
USP28 block	4	-243	8	4	16
UCHL1 block	22	-33	2	4	3
USP8 block	16	-46	43*	18	-101
USP30 block	22	i	22	17	22
USP7 inh	2	-19	8	7	-5

#16 CN(CCc1noc(-c2ccc(Cl)cc2)n1)C(=O)c1ccc(C#N)cc1
#17 COc1cccc(CNc2nc3ccc(C)cc3cc2-c2noc(C)n2)c1
#18 Cc1cc(CN2CCN(S(C)(=O)=O)CC(C(=O)N(C)C)C2)no1 (centres undefined)
#19 Cc1ccc(C(=O)N2CCC3(CC2)CCN(c2cccnc2)C3=O)cc1
#20 O=C(c1cc2ccc(F)cc2[nH]1)N1CCOCC(Cc2ccncn2)C1 (centres undefined)

Assay by compound	16	17	18	19	20
USP17 inh	-1	-5	-11	-13	-5
OTUD3 block	0	-4	-3	7	-7
USP10 inh	2	1	0	3	-2
USP28 block	-3	-10	-14	9	-4
UCHL1 block	-1	3	-3	0	-2
USP8 block	-3	18	-4	3	4
USP30 block	0	-26	-41	1	-26
USP7 inh	-8	-8	0	3	-1

#21 CC(C)C(NC(=O)c1cc(=O)[nH]c2ccccc12)c1nc2ccccc2[nH]1 (centres undefined)
#22 O=C(c1cccnc1)N1CCN(S(=O)(=O)c2ccc3ccccc3c2)CC1
#23 CN1CCN(C(=O)[C@H]2C[C@@H]3CN(C(=O)NC4CCCC4)C[C@H]2O3)CC1
#24 COc1ccc(C2(C(=O)N3CCC4(CC3)CC4)CCOCC2)cc1
#25 Cc1cc(C)cc(N(C(=O)c2cnccn2)C(C(=O)Nc2ccc(F)cc2)c2ccccc2)c1 (centres undefined)

Assay by compound	21	22	23	24	25
USP17 inh	-103	4	9	7	·
OTUD3 block	-66	-4	13	5	-4
USP10 inh	-7	0	2	1	5
USP28 block	-95	-5	6	6	-1
UCHL1 block	-22	-2	2	1	6
USP8 block	-67	-1	1	4	1
USP30 block	-344	0	12	11	-11
USP7 inh	-20	0	4	-10	4

#26 Cc1cc(NC(=O)Cn2c(=O)n(CC3CCC(C(=O)NCCc4ccccc4)CC3)c(=O)c3ccccc32)n[nH]1 (centres undefined)
#27 COc1ccc(-c2cc(=NC(CC(C)C)C(=O)O)c3cc(C)ccc3o2)cc1 (centres undefined)
#28 COc1ccc(OC)c(CN2Cc3ccccc3OC3(CCOCC3)C2)c1
#29 Cc1ccc(NS(=O)(=O)c2c(C)[nH]c(C)c2C(=O)N2CCCC2)c(C)c1
#30 Cc1nc(N(C)C)ncc1C(=O)N1CCC(c2c(C(N)=O)sc3ccccc23)C1 (centres undefined)

Assay by compound	26	27	28	29	30
USP17 inh	58*	5	-13	-9	0
OTUD3 block	36*	2	-1	-7	1
USP10 inh	15	4	3	0	-2
USP28 block	30	3	-11	-9	4
UCHL1 block	1	2	0	-4	1
USP8 block	37*	12	-46	-11	-1
USP30 block	45*	4	-12	-11	-3
USP7 inh	14	2	-25	-7	4

#31 Cn1c(C(=O)N2CCc3nc4ccccc4n3CC2)cc2ccccc21
#32 O=C(Cn1cnc(-c2noc(-c3ccncc3)n2)c1)N1CCN(c2ccc(F)cc2)CC1
#33 Cc1ccccc1Cn1c(=O)n(CCCC(=O)N2CCc3ccccc3C2)c(=O)c2ccccc21
#34 COc1ccc(C(C)=O)cc1COc1nc(C)nc2ccccc12
#35 O=C1COc2cc(S(=O)(=O)NCc3ccccc3)c(Cl)cc2N1

Assay by compound	31	32	33	34	35
USP17 inh	-6	16	11	3	2
OTUD3 block	-9	5	22	4	-9
USP10 inh	-3	-2	17	-4	-3
USP28 block	0	4	24	-2	0
UCHL1 block	-3	2	4	0	-3
USP8 block	-1	17	9	2	-51
USP30 block	0	-4	47*	3	-9
USP7 inh	-8	0	4	-56	-7

#36 CN(C)c1ncc(-c2cccc(F)c2)c(C2CCCNC2)n1 (centres undefined)
#37 CCn1c(-c2nnc(SCC(=O)NCCc3nc4ccccc4[nH]3)o2)cc2ccccc21
#38 Cn1nc(-c2ccccc2)c(COC(=O)c2ccc(Cl)c(Cl)c2)c1Cl
#39 c1coc(-c2cc3nc(NCc4ccc5c(c4)OCO5)ccn3n2)c1
#40 CCOC(=O)c1ccc2[nH]c(C)c(CN3CCCCC3)c(=O)c2c1

Assay by compound	36	37	38	39	40
USP17 inh	-6	92*	-2	4	-4
OTUD3 block	-1	4	-1	-1	1
USP10 inh	5	1	7	-5	0
USP28 block	4	·	-9	26	0
UCHL1 block	-1	13	0	0	-2
USP8 block	0	4	-3	58*	4
USP30 block	-7	·	-4	-179	5
USP7 inh	-44	46*	0	11	-1

#41 CCCN1CCN(S(=O)(=O)c2cc(-c3nnc(C4CC4)o3)co2)CC1
#42 Cc1cccc(NC(=O)Cc2nnc3c(-c4nc(C5CC5)no4)cccn23)c1
#43 Cc1ccc(N2CC(c3nnc(NC(=O)CCc4ccccc4)s3)CC2=O)cc1C (centres undefined)
#44 CC1Oc2ccccc2C(=O)N(CC(=O)c2ccc3c(c2)OCCO3)C1=O (centres undefined)
#45 COCCCn1cnc2c(-c3ccccc3)cn(CC(=O)NCc3ccccc3)c2c1=O

Assay by compound	41	42	43	44	45
USP17 inh	-17	-180	-11	13	11
OTUD3 block	-12	-85	-8	13	-8
USP10 inh	-13	2	17	7	2
USP28 block	-16	-139	-12	31*	-19
UCHL1 block	-2	1	-2	7	4
USP8 block	-3	83*	-1	14	1
USP30 block	-36	-432	0	23	-8
USP7 inh	0	4	0	8	4

#46 CC(C)C(=O)Nc1ccc(-n2cnc(C(=O)NC3CCCC3)c2)nc1
#47 COc1ccc(C2c3c(-c4ccccc4O)n[nH]c3C(=O)N2CCc2ccc(OC)c(OC)c2)cc1 (centres undefined)
#48 COCCCn1c(C(=O)N2CCC(C(N)=O)CC2)cc2c(=O)n3ccccc3nc21
#49 CCCn1c(=O)c2sccc2n2c(CCC(=O)NCCc3c[nH]c4ccccc34)nnc12
#50 CC(C)C(=O)N1CCC2(CCN2Cc2ccc(F)cc2)C1 (centres undefined)
#51 CC(C)n1c(C2CCN(C(=O)Nc3ccccc3)C2)nc2ccncc21 (centres undefined)
#52 Cc1nc2nc[nH]n2c(=O)c1CCC(=O)Nc1ccc(F)c(Cl)c1
#53 CCN(CC)c1nc2ccsc2c(=O)n1CC(=O)NCc1ccccc1Cl

Assay by compound	46	47	48	49	50	51	52	53
USP17 inh	0	28	0	·	-17	0	11	7
OTUD3 block	0	-4	-3	-4	-8	-2	10	8
USP10 inh	2	14	0	0	-6	2	3	0
USP28 block	-4	-3	-4	-2	-5	-2	7	10
UCHL1 block	0	7	-3	0	-6	1	1	-1
USP8 block	-9	61*	1	-10	-36	-114	15	4
USP30 block	5	5	0	29	-29	13	14	0
USP7 inh	2	13	-1	0	-85	0	4	0

Exported with values under each structure: part of the list above
The line under a structure holds: USP17 inh	OTUD3 block	USP10 inh	USP28 block	UCHL1 block	USP8 block	USP30 block	USP7 inh
40. CCOC(=O)c1ccc2[nH]c(C)c(CN3CCCCC3)c(=O)c2c1
→ -4	1	0	0	-2	4	5	-1
41. CCCN1CCN(S(=O)(=O)c2cc(-c3nnc(C4CC4)o3)co2)CC1
→ -17	-12	-13	-16	-2	-3	-36	0
42. Cc1cccc(NC(=O)Cc2nnc3c(-c4nc(C5CC5)no4)cccn23)c1
→ -180	-85	2	-139	1	83*	-432	4
43. Cc1ccc(N2CC(c3nnc(NC(=O)CCc4ccccc4)s3)CC2=O)cc1C (centres undefined)
→ -11	-8	17	-12	-2	-1	0	0
44. CC1Oc2ccccc2C(=O)N(CC(=O)c2ccc3c(c2)OCCO3)C1=O (centres undefined)
→ 13	13	7	31*	7	14	23	8
45. COCCCn1cnc2c(-c3ccccc3)cn(CC(=O)NCc3ccccc3)c2c1=O
→ 11	-8	2	-19	4	1	-8	4
46. CC(C)C(=O)Nc1ccc(-n2cnc(C(=O)NC3CCCC3)c2)nc1
→ 0	0	2	-4	0	-9	5	2
47. COc1ccc(C2c3c(-c4ccccc4O)n[nH]c3C(=O)N2CCc2ccc(OC)c(OC)c2)cc1 (centres undefined)
→ 28	-4	14	-3	7	61*	5	13
48. COCCCn1c(C(=O)N2CCC(C(N)=O)CC2)cc2c(=O)n3ccccc3nc21
→ 0	-3	0	-4	-3	1	0	-1
49. CCCn1c(=O)c2sccc2n2c(CCC(=O)NCCc3c[nH]c4ccccc34)nnc12
→ ·	-4	0	-2	0	-10	29	0
50. CC(C)C(=O)N1CCC2(CCN2Cc2ccc(F)cc2)C1 (centres undefined)
→ -17	-8	-6	-5	-6	-36	-29	-85
51. CC(C)n1c(C2CCN(C(=O)Nc3ccccc3)C2)nc2ccncc21 (centres undefined)
→ 0	-2	2	-2	1	-114	13	0
52. Cc1nc2nc[nH]n2c(=O)c1CCC(=O)Nc1ccc(F)c(Cl)c1
→ 11	10	3	7	1	15	14	4

The order is random. Share with any hit: about 13%.
